Source: PubChem BioAssay (several laboratories)
TPT1 inhibitor: inhibitors of Candida albicans tRNA 2'-phosphotransferase TPT1 | recombinant caTPT1, FP RNA substrate dephosphorylation | inhibition, % at 5 µM | hit rate 0.81% among 300,000;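 active = inhibition above the mean of all tested compounds plus 3 SD, set per screening campaign, cut at about 24% in these data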;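 also: plate controls were DMSO alone for no effect and ferristatin control at 100 nM for full effect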
CTSL1 counter: cathepsin L1 inhibition, PFM18AAP counter-screen; recombinant F. hepatica cathepsin L1, Z-Leu-Arg-MCA fluorescence; inhibition, % at 5.96 µM; hit rate 0.49% among 300,000;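 active = inhibition above the mean of all tested compounds plus 3 SD, set per screening campaign, cut at about 17% in these data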;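 also: 0% = plate median of test compound wells and 100% = 1 µM Z-Phe-Ala-diazomethylketone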
PREPL inh: human PREPL enzyme inhibition; hit rate 0.68% among 320,000; recombinant PREPL, fluorescence polarization activity-based probe; inhibition, % at 5.96 µM; in the data active = inhibition above about 43%;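 also: 0% = enzyme with DMSO and 100% = wells lacking enzyme; many of its hits are not listed in these tables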
Target sequence (Q4J6C6 whole entry, looked up): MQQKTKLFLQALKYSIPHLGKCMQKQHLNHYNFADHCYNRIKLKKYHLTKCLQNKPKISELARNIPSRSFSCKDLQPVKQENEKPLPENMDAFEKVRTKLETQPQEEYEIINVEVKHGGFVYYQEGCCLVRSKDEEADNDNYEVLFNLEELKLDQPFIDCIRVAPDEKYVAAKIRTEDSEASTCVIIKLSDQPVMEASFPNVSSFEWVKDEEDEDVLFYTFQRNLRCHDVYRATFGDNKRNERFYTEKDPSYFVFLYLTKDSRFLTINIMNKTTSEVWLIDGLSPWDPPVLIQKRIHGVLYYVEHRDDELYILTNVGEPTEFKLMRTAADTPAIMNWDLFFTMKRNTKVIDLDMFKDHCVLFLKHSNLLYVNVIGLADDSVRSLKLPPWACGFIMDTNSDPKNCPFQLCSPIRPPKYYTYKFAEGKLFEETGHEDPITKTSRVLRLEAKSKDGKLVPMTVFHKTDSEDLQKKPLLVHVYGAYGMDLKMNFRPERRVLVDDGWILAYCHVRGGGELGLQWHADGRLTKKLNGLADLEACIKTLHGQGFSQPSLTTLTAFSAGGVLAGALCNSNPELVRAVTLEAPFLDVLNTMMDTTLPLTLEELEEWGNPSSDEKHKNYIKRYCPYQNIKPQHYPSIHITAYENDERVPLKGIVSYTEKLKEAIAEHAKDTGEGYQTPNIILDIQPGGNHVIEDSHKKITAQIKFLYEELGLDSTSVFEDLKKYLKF
EBNA-1 inh: blocks EBNA-1 binding to DNA; hit rate 0.34% among 300,000; EBNA-1 DNA binding, fluorescence polarization; AID 1950; inhibition, % at 14.8 µM; in the data active = inhibition above about 28%
core dimer inh: blocks dimerization of HCV core protein; hit rate 0.33% among 300,000; AID 1899; TR-FRET GST/Flag-core106 dimerization, 1536-well; inhibition, % at 5 µM;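 active = inhibition above the mean of all tested compounds plus 3 SD, set per screening campaign, cut at about 45% in these data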
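assay system = GST-tagged and Flag-tagged HCV core protein residues 1-106 | controls = unlabelled core106 and no-GST-core106 wells | incubation = compound-protein-antibody incubation 4 h at 22.5 °C | probe or stimulus = Eu donor and XL665 acceptor anti-tag antibodies | read-out = % inhibition based on acceptor/donor emission ratio | signal = TR-FRET 671 and 617 nm emission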
PP5 primary: inhibitors of human protein phosphatase 5 (PP5); purified PP5c, OMFP substrate fluorescence; inhibition, % at 6.7 µM; P53041; hit rate 0.18% among 320,000;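 active = inhibition above the campaign's mean inhibition across all tested compounds plus 3 SD, cut at about 9.5% in these data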;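 also: 0% = DMSO only and 100% = 100 µM cantharidin control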
Efflux pump mplx: inhibitors of Candida antifungal efflux pumps expressed in yeast | hit rate 0.44% among 330,000 | inhibition, % at 10 µM | AID 485275 | S. cerevisiae Candida pump triplex, Nile Red efflux;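 active = plate passing quality check with inhibition over a set limit, or well fluorescence over plate mean plus 4 SD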;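 also: Nile Red retained in pooled yeast measured as flow cytometry median fluorescence; 0% = buffer negative control and 100% = Enniatin B positive control; higher means more Nile Red kept so more efflux inhibition; some compounds called inactive have numbers as strong as hits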
ZTA counter: counter-screen for EBNA-1 inhibitors: inhibitors of Epstein-Barr virus ZTA | hit rate 0.15% among 320,000 | AID 2234 | ZTA-DNA binding, fluorescence polarization | P03206 | inhibition, % at 11 µM; in the data active = inhibition above about 33%
Target sequence (P03206 whole entry, looked up): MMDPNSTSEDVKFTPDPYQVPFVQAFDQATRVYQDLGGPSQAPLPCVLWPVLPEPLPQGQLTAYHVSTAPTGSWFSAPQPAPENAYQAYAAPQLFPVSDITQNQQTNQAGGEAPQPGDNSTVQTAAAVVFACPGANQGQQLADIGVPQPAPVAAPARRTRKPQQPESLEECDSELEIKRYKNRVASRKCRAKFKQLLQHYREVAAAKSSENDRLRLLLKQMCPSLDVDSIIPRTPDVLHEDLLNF
PP1 counter: counter-screen for PP5 inhibitors: inhibitors of human PP1-alpha; P62136; purified PP1alpha, OMFP fluorescence; inhibition, % at 6.7 µM; hit rate 0.9% among 320,000;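 active = inhibition above the mean inhibition of all tested compounds plus 3 SD, computed separately for each screening campaign, cut at about 15% in these data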
An asterisk follows results filed as active; . = not tested or not shown.

SMILES	TPT1 inhibitor	CTSL1 counter	PREPL inh	EBNA-1 inh	core dimer inh	PP5 primary	Efflux pump mplx	ZTA counter	PP1 counter
CCN(Cc1nc(-c2cccc(Cl)c2)no1)CC1CCCO1 (stereo not drawn)	-1	4	12	2	-3	-0.4	0.0	-11	-3
Cc1sc2nc(CSCC(=O)Nc3ccc(N4CCOCC4)cc3)[nH]c(=O)c2c1C	8	1	18	3	7	0.0	0.1	-13	-2
OC1(c2ccccc2)CN(c2ccccc2)C2=[N+]1CCS2 (stereo not drawn)	-1	1	13	11	8	-1.0	-0.1	12	11
CCN1c2ccccc2NC2C1C(C(C)=O)C(=O)N2c1ccc(Cl)cc1 (stereo not drawn)	60*	6	29	0	9	1.9	-0.1	10	5
COc1cc(C2CC(c3c(C)cc(C)[nH]c3=O)=NN2c2ccccc2F)cc(OC)c1OC (stereo not drawn)	3	3	21	8	-9	4.2	-0.1	1	0
Cc1ccc(-c2csc3ncn(CC(=O)NCC(c4ccco4)N4CCCC4)c(=O)c23)cc1 (stereo not drawn)	.	.	-7	.	.	0.7	-0.2	-16	1
COc1cnn(C(C)(C)C)c(=O)c1Cl	-2	0	4	9	-3	-2.4	0.0	6	3
CC(C)OC(=O)c1cc(-c2ccc(C=O)o2)ccc1Cl	6	-2	-7	12	25	-3.5	-0.1	5	0
COc1ccc(N2CC(C(=O)Nc3ncccc3C)CC2=O)cc1 (stereo not drawn)	-1	-1	1	12	-3	-0.5	0.0	-1	1
Cc1cc(C)n2cc(CSCc3ccco3)nc2n1	-3	0	1	2	6	2.5	0.0	8	-3
c1ccc(Nc2nc(N3CCCC3)nc(N3CCOCC3)n2)cc1	1	1	4	-2	-11	1.4	-0.1	-33	-1
CC(=O)N1CCN(C23CC4CC(CC(C4)C2)C3)CC1	-1	-2	5	-11	3	1.3	0.0	-11	-2
Cc1cc(=O)oc2c(C)c3occc3cc12	2	2	-5	-8	4	0.9	0.2	-15	-2
O=C(Oc1ccc2cc(Br)ccc2c1)c1cccnc1	-2	-1	12	5	4	0.4	-0.1	0	-2
CNc1sc(C(=O)c2ccc(F)cc2)c(N)c1-c1nc2ccccc2s1	-3	5	30	0	-30	1.6	-0.2	3	14
CS(=O)(=O)N(Cc1ccccc1)c1ccc(C(=O)NCc2cccnc2)cc1	-2	-2	7	-5	2	1.1	0.1	1	-3
CC(C)CNC(=O)c1ccccc1NC(=O)/C=C/c1cccc([N+](=O)[O-])c1	-13	-2	-3	-4	-4	-2.0	-11	-9	-2
CCN(CC)C(=O)C1CCCN(c2ncnc3c2cnn3-c2cccc(C)c2)C1 (stereo not drawn)	7	0	-1	-8	0	5.8	0.4	-13	-1
COc1ccc(/C=C2/SC(=O)N(CCC(=O)Nc3ccc(C)cc3)C2=O)cc1OC	-2	-5	0	-4	5	3.3	0.1	-6	-4
CN(C(=O)CC1C(=O)NCCN1Cc1ccc(F)c(F)c1)C1CCOCC1 (stereo not drawn)	-1	-3	2	-19	-6	2.3	0.2	-5	-4

Look-ups from above:
O=C(Oc1ccc2cc(Br)ccc2c1)c1cccnc1 – CTSL1 counter = -1
CC(C)CNC(=O)c1ccccc1NC(=O)/C=C/c1cccc([N+](=O)[O-])c1 – PREPL inh = -3

Further structures follow:
SMILES	TPT1 inhibitor	CTSL1 counter	PREPL inh	EBNA-1 inh	core dimer inh	PP5 primary	Efflux pump mplx	ZTA counter	PP1 counter
C=CCn1cc(C(C)=O)c(=O)[nH]c1=O	4	2	13	-13	1	-1.3	0.3	9	0
O=C(NCc1cccnc1)c1ccc(S(=O)(=O)N2CCCCCC2)cc1	-1	-3	-5	0	-2	2.1	-0.1	8	-3
Cc1nc(-c2ccc(S(=O)(=O)Nc3cccc(Cl)c3)cc2)co1	0	-3	1	-6	2	3.4	-0.2	-8	-5
CC1CCc2[nH]c3ccc(C(=O)O)cc3c2C1 (stereo not drawn)	-6	0	8	-1	-8	4.7	0.4	-1	2
O=[N+]([O-])c1ccccc1S(=O)(=O)N(CC(O)CN1CCCCC1)c1ccccc1 (stereo not drawn)	-3	-2	1	4	5	0.6	0.0	14	-2
CCN1C(=O)C(CC(=O)Nc2ccc(OC)cc2)N(Cc2cccs2)C1=S (stereo not drawn)	-2	-1	1	-8	-2	1.8	0.0	3	-1
CC(=O)c1ccc(OCCCC(=O)N2CCN(S(=O)(=O)c3cccs3)CC2)cc1	3	-1	1	-3	1	1.3	0.0	3	-2
Cc1nnc(SCC(=O)c2ccccc2F)n1Cc1ccccc1	3	2	-5	-1	5	-1.4	-0.1	11	-7
COc1ccc(/C=N\NC(=O)C2C(=O)NCC2c2ccccc2)cc1O (stereo not drawn)	-2	2	18	0	-5	-0.6	-0.1	-7	-1
COC(=O)c1cccc(NC(=O)c2cc3sccc3n2C)c1	2	2	5	-3	2	-0.2	0.0	2	2
O=C(CSc1nc2ccccc2s1)N1N=C(c2cccs2)CC1c1ccc(F)cc1 (stereo not drawn)	-1	3	0	2	19	3.1	0.0	-1	10
Nc1cc(N)nc(SCc2ccccc2)n1	0	-3	8	-3	-4	-1.0	0.0	-7	1
CCC(=O)N1CCN(c2ccccc2NC(=S)NC(=O)c2cccc([N+](=O)[O-])c2)CC1	39*	-1	10	-5	11	3.6	0.1	19	11
CCCCN(C(=O)c1ccc2ccccc2c1)c1c(N)n(CCCC)c(=O)[nH]c1=O	.	.	5	.	.	0.4	-0.1	-1	-2
Cc1c(NC(=O)CSc2nnc(COc3ccccc3)n2-c2ccccc2)c(=O)n(-c2ccccc2)n1C	1	4	-2	-1	11	0.5	0.1	2	-3
CCOC(=O)c1c(C)nc(C)c(C(=O)OCC)c1-c1ccccc1	-5	3	1	-1	-3	0.5	0.1	-13	2
O=C(O)c1ccc(Cn2c(SCc3cc(=O)n4cc(Br)ccc4n3)nc3ccsc3c2=O)cc1	0	-4	13	-6	16	0.3	0.1	6	-3
CC(=O)Nc1ccc2c(c1)N(C(=O)CN(C)C)c1ccccc1CC2	-4	-6	19	-3	-12	1.6	-0.2	-12	0
CCOC(=O)Cn1c(CN2CCOCC2)nc2c1c(=O)n(C)c(=O)n2C	-2	7	0	-4	-12	1.2	0.4	-23	-3
CSc1nc2c(c(=O)[nH]1)C(c1cccc(Br)c1)CC(=O)N2 (stereo not drawn)	-3	0	10	-2	-1	0.8	0.0	-8	-1

Brought forward from above: 3 entries, then new ones.
SMILES	TPT1 inhibitor	CTSL1 counter	PREPL inh	EBNA-1 inh	core dimer inh	PP5 primary	Efflux pump mplx	ZTA counter	PP1 counter
CC(=O)Nc1ccc2c(c1)N(C(=O)CN(C)C)c1ccccc1CC2	-4	-6	19	-3	-12	1.6	-0.2	-12	0
CCOC(=O)Cn1c(CN2CCOCC2)nc2c1c(=O)n(C)c(=O)n2C	-2	7	0	-4	-12	1.2	0.4	-23	-3
CSc1nc2c(c(=O)[nH]1)C(c1cccc(Br)c1)CC(=O)N2 (stereo not drawn)	-3	0	10	-2	-1	0.8	0.0	-8	-1
COc1ccc(C(=O)Oc2ccc3c(C)cc(=O)oc3c2C(C)=O)cc1	-3	-3	2	0	5	-2.1	-0.1	20	-3
Cc1ccc(/C=N/NC(=O)c2ccc(-c3ccccc3)cc2)o1	3	2	15	3	19	1.8	0.1	14	5
O=C1c2ccccc2C(=O)N1CSc1nnc(Nc2ccccc2)s1	-8	0	-6	-6	4	2.5	-0.1	-9	0
COc1ccc(CCNc2ccc(S(=O)(=O)N3CCN(C)CC3)cc2[N+](=O)[O-])cc1	6	0	14	-4	-7	1.9	0.3	1	-11
NNC(=O)c1ccc(COc2ccc(Br)cc2)o1	-9	1	-6	-14	-11	5.0	0.1	-2	-1
COc1ccc(N2CC(NC(=O)Nc3ccccc3)CC2=O)cc1 (stereo not drawn)	0	0	-3	-15	-3	-2.0	0.1	3	2
CC(C)c1nnc(NC(=O)C2CCCN2C(=O)Nc2ccccc2[N+](=O)[O-])s1 (stereo not drawn)	1	0	7	0	-1	-1.4	0.0	-4	-3
CC1=C(C(=O)NCCc2ccc(C)cc2)C2(CCC(C)CC2)OC1=O (stereo not drawn)	-6	3	17	5	-8	0.0	-0.1	-7	2
CC1(C(=O)Nc2cccc(S(=O)(=O)N3CCOCC3)c2)Cc2ccccc2C(=O)O1 (stereo not drawn)	-1	-1	10	0	-1	1.2	-0.1	-7	0
COc1cc(C)c(S(=O)(=O)NCc2cccnc2)cc1C	-1	-3	6	-4	2	3.7	0.2	-12	-1
COc1ccc(C(=O)NC(=S)NCc2cccnc2)cc1OC	3	2	-2	5	-1	0.4	-0.1	3	0
O=C(CSc1nnnn1C1CCCC1)c1ccc2c(c1)OCCO2	0	1	-4	-4	4	0.6	0.1	7	1
Cc1c(C(=O)N(C)C(C)c2ccncn2)oc2c(F)cccc12 (stereo not drawn)	-1	3	0	3	-5	0.6	0.0	-2	0
COc1cc(/C=N/NC(=O)C(=O)/C=C2\NC3(CCCC3)Cc3ccccc32)ccc1O	0	-1	30	-2	19	5.0	0.4	1	3
Cc1cc(C)n(CC(=O)N2CCCC(N3CCN(Cc4ccc5c(c4)OCO5)CC3)C2)n1 (stereo not drawn)	-1	0	5	7	11	-1.1	0.0	9	-3
O=C(COC(=O)C1CCC1)NCc1ccccc1	-1	-5	-6	-8	-2	-2.7	-0.1	0	-4
O=C(c1nc2ccccc2s1)N1CCSCC1	-1	1	-4	8	4	-1.4	-0.1	-4	-2
CCOC(=O)c1sc(NC(=O)CSc2nnc(Cc3ccccc3)o2)c(C#N)c1C	6	3	13	13	23	-1.6	-0.2	10	3
COC(=O)C1=CN(C(C)C)C=C(C(=O)OC)C1c1cccc(OC)c1	-3	-1	-14	13	2	0.0	0.0	6	0
CC(C)=CCC/C(C)=C/C=N/NC(=O)c1ccccc1[N+](=O)[O-]	-2	-5	4	1	-2	1.6	-0.1	1	4
c1coc(CNCCCN2CCOCC2)c1	-2	1	4	5	-1	-0.6	0.0	3	2
COc1cccc2c(=O)c(C/C=C(/C)Cl)c(C)[nH]c12	6	-3	3	-9	0	1.4	0.0	3	0
C=CCc1cccc(CNn2cnnc2)c1O	0	0	10	-2	2	-0.5	0.3	-2	0
Cc1ccc(C(=O)N2CCN(c3ncnc4c(-c5ccccc5)nsc34)CC2)cc1	-1	1	-14	6	-4	1.1	-0.1	5	-3
C=CCN1CCN(C(=O)c2c(-c3ccccc3)noc2C)CC1	-1	-1	4	4	13	-0.4	-0.2	9	-5
COc1ccc(S(=O)(=O)N2CCCCCC2)cc1C(=O)N1CCCCC1	-3	2	0	6	3	-0.1	-0.2	-1	-2
Cc1occc1C(=O)Nc1sccc1C(N)=O	7	3	9	0	0	-4.0	0.2	-10	-4
O=S(=O)(CCc1nnc(-c2ccccc2)o1)c1ccc2ccccc2c1	1	1	-9	2	-1	-0.5	-0.1	-2	-3
COC(=O)c1ccc(-n2cncn2)c([N+](=O)[O-])c1	-4	0	6	-3	-1	0.9	-0.2	-16	-4
O=C(Nc1c2c(nn1-c1cccc(Cl)c1)CS(=O)(=O)C2)c1ccc2c(c1)OCO2	1	-4	-6	-25	-3	2.5	0.1	-10	-1
CC(C)NS(=O)(=O)c1ccc(CCC(=O)NCc2ccccn2)cc1	-4	-5	-2	-7	-5	-4.1	0.1	-1	-5
CC1(C)CC(n2c(NCCO)nc3c(c2=O)C2(CCCC2)Cc2ccccc2-3)CCO1 (stereo not drawn)	0	10	15	-8	-10	2.6	0.1	5	1
CCOc1cc2c(cc1OCC)C(c1ccccc1)N(c1ccccc1)C(=O)C2 (stereo not drawn)	-6	-4	6	-7	8	4.3	0.1	-3	0
Cc1ccc2cc3cc(C(=O)N4CCCCC4C)oc3nc2c1 (stereo not drawn)	-1	2	4	-8	13	1.1	0.0	7	0

A portion of the library; the hit share may differ from the screen's.
